Bioassay records as filed in PubChem BioAssay.
L3MBTL1 block – blocks human L3MBTL1 | Potency, µM (top dose mostly 57.1 µM), for the others: top-dose activity, negative = inhibition, actives largely listed as inhibitors | hit rate 0.66% among 230,000 | AlphaScreen L3MBTL1–H3K9me1 peptide binding | Q9Y468; active means well fitted inhibition curve with a large enough effect; inconclusive means small, poorly fitted or top-dose-only effect; inactive means no such curve, though single readings can be large or run the other way; further: nearly all actives have a fitted effect of over 60% in size
Target sequence (Q9Y468 whole entry, looked up): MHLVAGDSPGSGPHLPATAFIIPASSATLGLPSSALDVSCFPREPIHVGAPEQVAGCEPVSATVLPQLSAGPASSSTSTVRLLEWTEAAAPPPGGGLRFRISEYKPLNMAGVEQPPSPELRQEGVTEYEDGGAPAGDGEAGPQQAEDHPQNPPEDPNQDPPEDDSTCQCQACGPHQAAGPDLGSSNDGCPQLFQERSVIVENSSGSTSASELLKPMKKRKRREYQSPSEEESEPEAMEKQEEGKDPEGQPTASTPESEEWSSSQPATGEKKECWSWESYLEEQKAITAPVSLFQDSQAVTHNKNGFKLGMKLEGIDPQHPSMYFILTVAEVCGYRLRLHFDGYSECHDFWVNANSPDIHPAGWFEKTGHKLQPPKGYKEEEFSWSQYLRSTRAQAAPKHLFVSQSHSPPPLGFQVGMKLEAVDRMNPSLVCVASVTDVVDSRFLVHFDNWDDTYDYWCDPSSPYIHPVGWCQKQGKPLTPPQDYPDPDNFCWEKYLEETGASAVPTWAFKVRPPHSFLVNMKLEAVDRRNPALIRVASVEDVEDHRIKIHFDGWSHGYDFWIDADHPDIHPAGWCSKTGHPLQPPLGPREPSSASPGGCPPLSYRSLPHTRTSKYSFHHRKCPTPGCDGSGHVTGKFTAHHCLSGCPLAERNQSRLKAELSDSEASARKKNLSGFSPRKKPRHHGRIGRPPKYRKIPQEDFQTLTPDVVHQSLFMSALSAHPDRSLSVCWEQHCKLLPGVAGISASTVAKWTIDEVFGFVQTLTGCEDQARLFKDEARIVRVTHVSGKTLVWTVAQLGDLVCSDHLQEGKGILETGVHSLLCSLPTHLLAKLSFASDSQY
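First, the protein-peptide complex forms for 30 min at room temperature (L3MBTL1 50 nM, biotinylated H3K9me1 peptide 75 nM). Next, compounds are pin-transferred and incubated 30 min. Finally, AlphaScreen beads are added and read after 30 min.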
Numbers without * were called inactive; ? = inconclusive; [ ] = remark or other dose. On the % scale 0 is the no-effect control and ±100 the full control effect; potency means the concentration at half of the fitted maximal effect.

SMILES	L3MBTL1 block
CN(C)S(=O)(=O)c1cccc(NC(=O)COC(=O)c2cccnc2Cl)c1	-3%
Cc1cccc(C)c1NC(=O)CN(C)C(=O)c1ccc(-n2cncn2)c([N+](=O)[O-])c1	5%
COC(=O)c1cc(NC(=O)Cc2cccs2)cc(C(=O)OC)c1	?
CC(=O)c1c(C)[nH]c(C(=O)OCc2cc(-c3ccco3)on2)c1C	-2%
CCCCn1c(N)c(N(CC(C)C)C(=O)c2c(-c3ccccc3)noc2C)c(=O)[nH]c1=O	-3%
CC1CC(C)CN(C(=O)CN2C(=O)NC(C)(C)C2=O)C1 (configuration not stated)	2%
C=CCn1c(=O)c(C(=O)NCc2ccc(Cl)cc2)c(O)c2ccccc21	12%
CSc1ccc(COC(=O)c2cc([N+](=O)[O-])ccc2N2CCOCC2)cc1	-16%
COc1ccc(NC(=O)CSCC(=O)N2CCN(c3cccc(C(F)(F)F)c3)CC2)cc1	2%
Cc1cc(Cn2nc(-c3ccccc3C)cc2C(=O)O)on1	0%
O=C(CCC(=O)N1CCOc2ccccc21)N1CCCCC1	-2%
CCC/C(=N\NC(=O)C1CC1)c1ccc(Br)cc1	-2%
Cc1ccc(CONC(=O)c2ccccc2Cl)cc1	7%
CCCCN(Cc1nc2ccccc2c(=O)[nH]1)C(=O)CN1C(=O)NC2(CCCCC2)C1=O	-5%
O=C1[C@@H](c2ccccc2)[C@@H](c2ccccc2)N1c1cccnc1	-2%
CC(=O)c1ccc(OCC(=O)OC(C)C(=O)NC2CCCCC2)cc1 (configuration not stated)	2%
O=C(O)c1cc(O)c2c(c1)[C@@H]([C@H]1c3cc(C(=O)O)cc(O)c3C(=O)c3c(O[C@@H]4O[C@H](CO)[C@@H](O)[C@H](O)[C@H]4O)cccc31)c1cccc(O[C@@H]3O[C@H](CO)[C@@H](O)[C@H](O)[C@H]3O)c1C2=O	0.11µM*
O=C(COC(=O)c1cccc(S(=O)(=O)N2CCOCC2)c1)NCc1ccccc1	-1%
CCN(Cc1nc2ccccc2c(=O)[nH]1)C(=O)c1cccc(NC(=O)c2cccs2)c1	6%
O=C(Cc1ccc(F)cc1)NCCS(=O)(=O)N1CCN(c2cccc(Cl)c2)CC1	-1%
CCC(CC)N1CCN(C(=O)c2cc(OC)c(OC)c(OC)c2)CC1	-3%
COc1ccc(N2CC(C(=O)N3CCC(c4nc5ccccc5[nH]4)CC3)CC2=O)cc1 (configuration not stated)	-18%
CCOc1cc(C(=O)OCc2ccc([N+](=O)[O-])cc2)ccc1OCC(=O)N1CCOCC1	0%
CC(c1ccccc1)n1c(N2CCNCC2)nc2c1c(=O)[nH]c(=O)n2C (configuration not stated)	-2%
COc1cc(OC)c(NC(=O)C2CCCO2)cc1Cl (configuration not stated)	3%
(listing goes on)
SMILES	L3MBTL1 block
CC(C)N(C(=O)[C@H]1C[C@H](CC(=O)NCCC2=CCCCC2)C(=O)N2CCc3c([nH]c4ccc(Cl)cc34)[C@]12C)C(C)C	1%
CCN(CC)C(=O)[C@H]1C[C@H](CC(=O)NCc2ccco2)C(=O)N2CCc3c([nH]c4cc(-c5ccco5)ccc34)[C@]12C	-39%
O=C(CCC(=O)c1cccs1)OCC(=O)c1ccccc1F	-14%
CCOc1ccc(CN2CCN(C(=O)c3ccco3)CC2)cc1	3%
CCOC(=O)c1c(C)[nH]c(C(=O)CN(C)CC(=O)Nc2ccccc2Cl)c1C	-24%
NC(=O)CSc1ccc(S(=O)(=O)N2CCOCC2)cn1	-2%
Cc1ccc(OCCCC(=O)Nc2cc(S(=O)(=O)N3CCOCC3)ccc2N2CCOCC2)cc1	-7%
CCCN1C(C)C(C(=O)OCC)=CN(Cc2ccc(Br)cc2)S1(=O)=O (configuration not stated)	17%
Cc1noc(C)c1NC(=O)N(C)C[C@H]1Oc2ccc(NC(=O)CCC(F)(F)F)cc2C(=O)N([C@H](C)CO)C[C@@H]1C	5%
O=C(c1ccc2c(c1)OCCO2)N1CCN(c2ncc(C(F)(F)F)cc2Cl)CC1	-4%
O=C(COC(=O)Cc1ccc(F)cc1)NC(=O)NC1CCCC1	5%
O=C(C[n+]1ccccc1)NNc1ccccc1	4%
CCN1C[C@@H]2[C@@H]3C(=O)N(C)C(=O)[C@@H]3[C@](CC)(C(=O)OC)N2C1=NC	14%
O=C(CN1CCN(S(=O)(=O)c2cccc(Cl)c2)CC1)N1CCCCC1	-3%
CCOc1cc(-c2cc(-c3ccc(NC(C)=O)cc3)nc(N)c2C#N)ccc1O	6%
CC1(C)C(=O)Nc2ccccc2N1C(=O)COC(=O)CNS(=O)(=O)c1ccc(F)c(F)c1F	1%
Cc1ccc(C)c(N2CCN(C(=O)CCc3nc(-c4ccccc4Br)no3)CC2)c1	7%
C[C@H](CO)N1C[C@H](C)[C@@H](CN(C)Cc2ccncc2)Oc2c(NS(=O)(=O)c3ccc(Cl)cc3)cccc2C1=O	2%
Cc1ccccc1OCCC(=O)N1CCN(S(=O)(=O)c2ccc(Br)cc2)CC1	-2%
Cc1ccc(CN(C)C(=O)COC(=O)CSc2cc(C)c3ccccc3n2)cc1	3%
COc1ccc(C2=NN(C(=O)CSc3nnnn3C)C(c3ccco3)C2)cc1 (configuration not stated)	-2%
COc1ccccc1NS(=O)(=O)c1cc(NC(=O)c2cccnc2)ccc1N1CCCCC1	-8%
COc1ccccc1CCC(=O)OCC(=O)c1c(N)n(CC(C)C)c(=O)n(C)c1=O	2%
Cn1nc(C(=O)NCc2ccc(F)cc2)cc1C(=O)NCc1ccc(F)cc1	5%
O=C(Cc1ccc(NS(=O)(=O)c2cccc(C(F)(F)F)c2)cc1)NCCN1CCOCC1	7%
Continued:
SMILES	L3MBTL1 block
CSc1ccc(S(=O)(=O)NC2CC2)cc1	1%
CC(C)N(C)Cc1nnnn1CC(=O)NCCc1cccc(C(F)(F)F)c1	-3%
Cc1ccc(S(=O)(=O)N2CCCCC2)cc1NC(=O)c1cncc(Br)c1	-16%
CN(CC(=O)Nc1cccc(S(=O)(=O)N2CCCC2)c1)Cc1ccccc1	-3%
COc1cccc(C(=O)Nc2ccc3ccccc3c2)c1	2%
c1ccc(-c2cncnc2)nc1	-2%
OC(CNC1CCCC1)COc1ccc(F)cc1 (configuration not stated)	0%
COc1cc(OC)cc(-c2cc3ccccc3c(=O)o2)c1	3%
Cc1cc(C(=O)Nc2cc(S(C)(=O)=O)ccc2Cl)no1	2%
CC(C)CC(c1nnnn1C(C)C)N1CCN(C(=O)c2ccco2)CC1 (configuration not stated)	-12%
C[C@H](NC(=O)c1nc[nH]c1C(=O)NCc1ccccc1)C(=O)OCc1ccccc1	-1%
Cc1ccc(OCCNC(=O)c2ccccc2SCC(=O)N2CCCC2)cc1	0%
COC(=O)C1=C(C)N(Cc2ccccc2)C(=NCCc2c[nH]c3ccccc23)N[C@H]1c1cccc(F)c1	-8%
CCOC(=O)[C@@H]1[C@H]2COc3ccccc3[C@@H]2N2C(=O)N(c3ccc(C)cc3)C(=O)[C@@]12C	5%
CCOc1ccc(C(=O)NCC(=O)N2CC=C(c3ccccc3)CC2)cc1OCC	1%
C=CCn1c(SCC(=O)c2c(N)n(C3CC3)c(=O)[nH]c2=O)nnc1-c1ccc(OC)cc1	5%
COCCN(Cc1nc2ccccc2c(=O)[nH]1)C(=O)COc1ccccc1-c1ccccc1	1%
Cc1nc2ccc(NC(=O)c3ccc(C)c(S(=O)(=O)N4CCOCC4)c3)cc2s1	0%
Cc1noc(C)c1S(=O)(=O)N(C)C[C@H]1Oc2c(NC(=O)Nc3ccc4c(c3)OCO4)cccc2C(=O)N([C@H](C)CO)C[C@@H]1C	-4%
COc1ccc(NC(=O)c2cc(-c3ccccc3Cl)on2)cc1OC	4%
C/C(=N\NC(=O)Cc1ccc(Cl)cc1)c1ccccc1O	-5%
O=C(CNC(=O)C12CC3CC(CC(C3)C1)C2)OCc1ccc(F)cc1Cl	3%
NCc1ccccc1CS(=O)(=O)N1CCOCC1	4%
COc1cc(C(=O)OCC(=O)NC2CCCCC2)cc(OC)c1OC	4%
COC(=O)[C@]1(C)N[C@H](c2ccc(-c3ccc(Cl)c(Cl)c3)cc2)[C@@H]2C(=O)N(C)C(=O)[C@@H]21	4%
Next part:
SMILES	L3MBTL1 block
CC(=O)COc1c(-c2ccco2)oc2ccccc2c1=O	2%
COc1ccc(CN2C(=O)C(CC(C)C)Nc3ncnc(N4CCOCC4)c32)cc1 (configuration not stated)	-8%
CSc1cccc(N2CC(C(=O)Nc3ccccc3N3CCCC3)CC2=O)c1 (configuration not stated)	-6%
COc1cc(/C=C/C(=O)OCC(=O)Nc2c(C)n(C)n(-c3ccccc3)c2=O)cc(OC)c1OC	37%[activator]
Cc1ccccc1OCC(=O)OCC(=O)NCc1ccccc1	-6%
CC(=O)c1ccc(S(=O)(=O)N2CCC(C(=O)Nc3ncc(C)s3)CC2)cc1	-4%
O=C(CN1CCN(c2ccccc2)CC1)Nc1ccncc1	8%
CN(C)c1ccc(-c2nnc(-c3cccnc3)o2)cc1	0%
Cc1ccc(SCCN2CCC(NC(=O)OCc3ccccc3)CCC2=O)cc1 (configuration not stated)	0%
Cc1ccnc(NC(=O)c2cccc(S(=O)(=O)N3CCN(c4ccc(F)cc4)CC3)c2)c1	-8%
CSc1ccc(COC(=O)CCS(=O)(=O)c2ccc(C)cc2)cc1	14%
CC(=O)c1cccc(NC(=O)COC(=O)C2CCCN2C(=O)c2cccs2)c1 (configuration not stated)	7%
CCOc1ccc(CCNC(=O)COC(=O)COc2ccc(C#N)cc2)cc1OCC	-2%
CC(C)N(C(=O)[C@H]1C[C@H](CC(=O)NCCC2=CCCCC2)C(=O)N2CCc3c([nH]c4cc(CCC(=O)N(C)C)ccc34)[C@]12C)C(C)C	-3%
CC(=O)N1c2ccccc2C2CCCC[C@H]21 (some centres not stated)	-2%
Cc1ccc(S(=O)(=O)Nc2ccc3c(c2)C(=O)N([C@H](C)CO)C[C@H](C)[C@@H](CN(C)Cc2ccccc2)O3)cc1	1%
COc1ccccc1NS(=O)(=O)c1cc(N=N/C(C(=O)Nc2ccc(Cl)cc2)=C(/C)O)ccc1C	-6%
CC(C)(C)OC(=O)N1CCN(C(=O)c2nc[nH]c2C(=O)N2CCN(c3ccccc3)CC2)CC1	1%
Cc1cc(C)cc(NC(=O)CS(=O)(=O)c2ccccc2)c1	5%
CCN(CC)S(=O)(=O)c1cc(NS(=O)(=O)c2cccs2)ccc1C	1%
CC(C)N(Cc1ccccc1)S(=O)(=O)c1ccc(Cl)nc1	18%
CCCn1c(SCC(=O)N2CC(=O)Nc3ccccc32)n[nH]c1=O	-10%
O=C(c1cncc(Br)c1)N1CCN(S(=O)(=O)c2ccc3ccccc3c2)CC1	-5%
CN(Cc1ccccc1)C(=O)COC(=O)CN1C(=O)c2ccccc2C1=O	40%[activator]
CC(=O)Nc1ccc(NC(=O)CSc2nc(=O)n(Cc3ccncc3)c3c2CCC3)cc1	-6%
Later entries
SMILES	L3MBTL1 block
CNS(=O)(=O)c1cccc(C(=O)OCC(=O)c2ccc3[nH]c(=O)[nH]c3c2)c1	-1%
Cc1ccc(NC(=S)NC(=O)Cc2ccccc2)c(O)c1	1%
Cc1cc(=O)n2[nH]cc(-c3ccccc3)c2n1	3%
CN(CCc1ccccc1)C(=O)c1cccc(NC(=O)Cc2ccc([N+](=O)[O-])cc2)c1	-7%
Cc1ccccc1OCCC(=O)OCC(=O)N1c2ccccc2NC(=O)C1(C)C	-12%
C=CCOc1c(Cl)cc(C(=S)N2CCCC2)cc1OCC	-3%
NCCCCCc1cn(CC(=O)NCCCCCCCCCCC(=O)N2CCNCC2)nn1	11%
CCc1ccc(OCC(=O)N(Cc2cccs2)C2CCS(=O)(=O)C2)cc1 (configuration not stated)	5%
CSc1nc(=S)n(-c2ccc([N+](=O)[O-])cc2)c(C)c1C(C)=O	57%[activator]
Cc1ccc(C(=O)OCC(=O)NC2CC2)cc1S(=O)(=O)N1CCOCC1	1%
CCN(C(=O)COC(=O)c1ccc(O)cc1O)c1c(N)n(Cc2ccccc2)c(=O)[nH]c1=O	0%
CN(c1ccccc1)S(=O)(=O)c1cccc(NC(=O)CN2C(=O)NC3(CCCCC3)C2=O)c1	-3%
COC(=O)c1cc(C(=O)OCC(=O)c2ccc[nH]2)cc([N+](=O)[O-])c1	-5%

Molecules above that have an aryl thioether with sulfur outside any ring, in the order listed:
SMILES	L3MBTL1 block
CSc1ccc(COC(=O)c2cc([N+](=O)[O-])ccc2N2CCOCC2)cc1	-16%
NC(=O)CSc1ccc(S(=O)(=O)N2CCOCC2)cn1	-2%
Cc1ccc(CN(C)C(=O)COC(=O)CSc2cc(C)c3ccccc3n2)cc1	3%
COc1ccc(C2=NN(C(=O)CSc3nnnn3C)C(c3ccco3)C2)cc1 (configuration not stated)	-2%
CSc1ccc(S(=O)(=O)NC2CC2)cc1	1%
Cc1ccc(OCCNC(=O)c2ccccc2SCC(=O)N2CCCC2)cc1	0%
C=CCn1c(SCC(=O)c2c(N)n(C3CC3)c(=O)[nH]c2=O)nnc1-c1ccc(OC)cc1	5%
CSc1cccc(N2CC(C(=O)Nc3ccccc3N3CCCC3)CC2=O)c1 (configuration not stated)	-6%
Cc1ccc(SCCN2CCC(NC(=O)OCc3ccccc3)CCC2=O)cc1 (configuration not stated)	0%
CSc1ccc(COC(=O)CCS(=O)(=O)c2ccc(C)cc2)cc1	14%
CCCn1c(SCC(=O)N2CC(=O)Nc3ccccc32)n[nH]c1=O	-10%
CC(=O)Nc1ccc(NC(=O)CSc2nc(=O)n(Cc3ccncc3)c3c2CCC3)cc1	-6%
CSc1nc(=S)n(-c2ccc([N+](=O)[O-])cc2)c(C)c1C(C)=O	57%[activator]

These rows are one share of the data (hit frequency here may not be typical).
